NSD2 block: inhibitors of human NSD2 methyltransferase; actives 0.07% (n = 44,000); inhibition, % at 12.5 µM; NSD2-SET H3K36me1 DELFIA fluorescence, biochemical; in the data active = inhibition above about 54%, passing the limit was not always enough;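 also: inhibitors reduce the monomethyl H3K36 fluorescence signal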
Target sequence (O96028 whole entry, looked up): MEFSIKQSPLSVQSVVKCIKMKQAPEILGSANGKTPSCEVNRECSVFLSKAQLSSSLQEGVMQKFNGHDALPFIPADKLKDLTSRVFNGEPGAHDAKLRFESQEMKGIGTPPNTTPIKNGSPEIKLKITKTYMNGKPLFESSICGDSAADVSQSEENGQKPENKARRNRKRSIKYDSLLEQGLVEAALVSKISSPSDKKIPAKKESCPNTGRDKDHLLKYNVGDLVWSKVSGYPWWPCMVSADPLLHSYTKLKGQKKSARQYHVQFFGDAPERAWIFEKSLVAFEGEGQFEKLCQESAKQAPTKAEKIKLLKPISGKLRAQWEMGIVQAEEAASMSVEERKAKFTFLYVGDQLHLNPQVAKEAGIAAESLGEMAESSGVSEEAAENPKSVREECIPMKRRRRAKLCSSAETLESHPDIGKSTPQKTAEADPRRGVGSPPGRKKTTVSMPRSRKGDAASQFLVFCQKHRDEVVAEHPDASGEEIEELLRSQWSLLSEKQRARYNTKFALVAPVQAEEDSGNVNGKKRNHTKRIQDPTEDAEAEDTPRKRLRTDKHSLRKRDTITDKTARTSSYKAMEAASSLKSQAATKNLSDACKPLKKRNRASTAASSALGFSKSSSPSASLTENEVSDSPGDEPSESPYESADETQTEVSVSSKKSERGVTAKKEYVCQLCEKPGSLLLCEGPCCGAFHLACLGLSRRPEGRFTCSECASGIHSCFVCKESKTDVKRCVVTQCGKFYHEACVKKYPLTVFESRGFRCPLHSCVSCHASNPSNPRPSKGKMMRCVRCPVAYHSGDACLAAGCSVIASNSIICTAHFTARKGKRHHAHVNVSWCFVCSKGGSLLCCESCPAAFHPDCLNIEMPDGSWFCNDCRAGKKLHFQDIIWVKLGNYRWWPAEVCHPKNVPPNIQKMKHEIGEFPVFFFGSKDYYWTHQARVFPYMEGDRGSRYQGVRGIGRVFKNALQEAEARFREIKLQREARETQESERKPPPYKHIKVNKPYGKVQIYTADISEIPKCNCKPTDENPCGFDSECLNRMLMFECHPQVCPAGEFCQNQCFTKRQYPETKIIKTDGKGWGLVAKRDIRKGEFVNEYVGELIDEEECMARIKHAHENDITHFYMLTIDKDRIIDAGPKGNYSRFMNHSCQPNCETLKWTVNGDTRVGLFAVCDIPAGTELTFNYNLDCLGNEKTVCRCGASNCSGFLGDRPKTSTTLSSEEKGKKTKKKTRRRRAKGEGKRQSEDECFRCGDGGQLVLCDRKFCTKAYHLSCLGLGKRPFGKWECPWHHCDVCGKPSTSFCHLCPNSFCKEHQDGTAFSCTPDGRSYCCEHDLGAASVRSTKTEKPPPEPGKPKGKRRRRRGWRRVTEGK
Numbers without * were called inactive.

Start of the listing, in advance, 3 compounds:
SMILES	NSD2 block
Cc1ncc2ccccc2c1C#N	7
C[C@H](CO)N1C[C@H](C)[C@H](CN(C)C(=O)NC2CCCCC2)OCCCC[C@H](C)Oc2ccc(NS(=O)(=O)c3cccs3)cc2C1=O	29
COc1ccc(CNC(=O)C[C@@H]2C[C@H]3c4cc(NC(=O)C5CCC5)ccc4O[C@H]3[C@H](CO)O2)cc1	6

The list itself, from the start:
SMILES	NSD2 block
Cc1ncc2ccccc2c1C#N	7
C[C@H](CO)N1C[C@H](C)[C@H](CN(C)C(=O)NC2CCCCC2)OCCCC[C@H](C)Oc2ccc(NS(=O)(=O)c3cccs3)cc2C1=O	29
COc1ccc(CNC(=O)C[C@@H]2C[C@H]3c4cc(NC(=O)C5CCC5)ccc4O[C@H]3[C@H](CO)O2)cc1	6
C[C@@H]1CN([C@@H](C)CO)S(=O)(=O)c2ccc(-c3cccnc3)cc2O[C@H]1CN(C)C(=O)CC1CC1	-6
CCCNC(=O)C[C@@H]1C[C@H]2c3cc(NC(=O)CC4CC4)ccc3O[C@H]2[C@H](CO)O1	17
Cc1ccc(-c2cnc3c(c2)C(=O)N([C@@H](C)CO)C[C@H](C)[C@@H](CN(C)S(C)(=O)=O)O3)cc1	10
Cc1noc(C)c1NC(=O)Nc1ccc2c(c1)CC(=O)N([C@@H](C)CO)C[C@@H](C)[C@@H](CN(C)Cc1ccc(-c3ccccc3)cc1)O2	-299
C[C@H](CO)N1C[C@H](C)[C@@H](CN(C)S(=O)(=O)c2ccc(F)cc2)Oc2c(NC(=O)C3CCOCC3)cccc2C1=O	-5
COc1ccc(NC(=O)N(C)C[C@@H]2Oc3ccc(NC(=O)NC(C)C)cc3C(=O)N([C@@H](C)CO)C[C@@H]2C)cc1	-9
COc1ccc(NC(=O)Nc2ccc3c(c2)C(=O)N([C@H](C)CO)C[C@@H](C)[C@@H](CN(C)S(=O)(=O)c2ccc(Cl)cc2)OCCCC[C@@H](C)O3)cc1	6
C[C@@H]1CN([C@@H](C)CO)S(=O)(=O)c2ccc(C#C[C@@H](C)O)cc2O[C@@H]1CN(C)CC1CC1	5
S=C(SCc1ncon1)N1CCSCC1	4
CC(C)CC#Cc1cnc2c(c1)C(=O)N([C@H](C)CO)C[C@@H](C)[C@H](CN(C)C(=O)c1cnccn1)O2	-2
C[C@H](NC(=O)C[C@H]1C=C[C@@H](NC(=O)Cc2ccccn2)[C@H](CO)O1)c1ccccc1	4
COc1cccc(-c2cnc3c(c2)C(=O)N([C@H](C)CO)C[C@H](C)[C@H](CN(C)S(=O)(=O)c2ccc(F)cc2)O3)c1	0
C[C@@H]1CN([C@H](C)CO)C(=O)Cc2cc(NS(C)(=O)=O)ccc2O[C@@H]1CN(C)S(=O)(=O)c1cn(C)cn1	-1
C[C@@H]1CN([C@H](C)CO)C(=O)c2cc(NC(=O)CCN3CCOCC3)ccc2O[C@H]1CN(C)Cc1ccc(Cl)c(Cl)c1	2
CO[C@H](CN(C)C(=O)c1ccccc1F)[C@H](C)CN([C@H](C)CO)S(=O)(=O)c1ccc(Cl)cc1	4
COc1ccc(NC(=O)Nc2cccc3c2O[C@H](CN(C)Cc2ccncc2)[C@@H](C)CN([C@H](C)CO)C3=O)cc1	1
COC(=O)CCCCCCC(=O)N/N=C/c1cc(Br)cc([N+](=O)[O-])c1O	-3
CC(C)NC(=O)Nc1ccc2c(c1)CC(=O)N([C@@H](C)CO)C[C@@H](C)[C@@H](CN(C)Cc1ccncc1)O2	4
Cc1ccc(S(=O)(=O)Nc2ccc3c(c2)CC(=O)N([C@H](C)CO)C[C@H](C)[C@@H](CN(C)Cc2ccc(C(F)(F)F)cc2)O3)cc1	-3
COc1ccccc1-c1cnc2c(c1)C(=O)N([C@@H](C)CO)C[C@@H](C)[C@H](CN(C)C(=O)c1ccncc1)O2	5
CC(=O)N(C)C[C@H]1Oc2cc(C#CC3(O)CCCC3)ccc2S(=O)(=O)N([C@@H](C)CO)C[C@@H]1C	4
CN(CC(=O)Nc1ccc(Br)cc1F)S(=O)(=O)c1ccc(F)cc1	2

4 compounds already listed, arranged by their value in NSD2 block, smallest number first:
| compound | NSD2 block |
| --- | --- |
| Cc1noc(C)c1NC(=O)Nc1ccc2c(c1)CC(=O)N([C@@H](C)CO)C[C@@H](C)[C@@H](CN(C)Cc1ccc(-c3ccccc3)cc1)O2 | -299 |
| C[C@@H]1CN([C@@H](C)CO)S(=O)(=O)c2ccc(-c3cccnc3)cc2O[C@H]1CN(C)C(=O)CC1CC1 | -6 |
| CN(CC(=O)Nc1ccc(Br)cc1F)S(=O)(=O)c1ccc(F)cc1 | 2 |
| COc1ccccc1-c1cnc2c(c1)C(=O)N([C@@H](C)CO)C[C@@H](C)[C@H](CN(C)C(=O)c1ccncc1)O2 | 5 |

Continuation:
SMILES	NSD2 block
COCC(=O)Nc1ccc2c(c1)[C@@H]1C[C@@H](CC(=O)N[C@@H](C)c3ccccc3)O[C@@H](CO)[C@@H]1O2	3
Cc1ccc(S(=O)(=O)Nc2ccc3c(c2)CC(=O)N([C@@H](C)CO)C[C@H](C)[C@@H](CN(C)S(C)(=O)=O)O3)cc1	0
CCO[C@H]1OC(C(=O)N2CCCC2)=C[C@@H](c2ccc(C(F)(F)F)cc2)[C@@H]1CCCO	4
C[C@H]1CN([C@@H](C)CO)C(=O)c2cccc(NC(=O)c3ccncc3)c2O[C@@H]1CN(C)Cc1ccc(C(F)(F)F)cc1	-2
O=C(C[C@H]1C[C@@H]2c3cc(NC(=O)Nc4ccc(C(F)(F)F)cc4)ccc3O[C@@H]2[C@@H](CO)O1)NCc1ccc(Cl)cc1	3
COc1ccccc1NC(=O)N(C)C[C@@H]1Oc2ncc(C#CCC(C)C)cc2C(=O)N([C@H](C)CO)C[C@@H]1C	-7
CC(=O)N(C)C[C@H]1Oc2cc(C#Cc3cccnc3)ccc2S(=O)(=O)N([C@H](C)CO)C[C@H]1C	5
COc1ccc(NC(=O)Nc2cccc3c2O[C@@H](CN(C)C(=O)NC2CCCCC2)[C@H](C)CN([C@@H](C)CO)C3=O)cc1	1
C/C=C/c1cnc2c(c1)C(=O)N([C@H](C)CO)C[C@@H](C)[C@@H](CN(C)Cc1ccccc1F)O2	-11
COc1ccc(S(=O)(=O)N(C)C[C@@H]2Oc3ccc(NC(=O)CCC(F)(F)F)cc3C(=O)N([C@@H](C)CO)C[C@H]2C)cc1	5
C[C@H](CO)N1C[C@H](C)[C@@H](CN(C)C(=O)Nc2cccc3ccccc23)OCCCC[C@H](C)Oc2ccc(NC(=O)c3ccncc3)cc2C1=O	-2
COc1ccc(S(=O)(=O)Nc2ccc3c(c2)C(=O)N([C@H](C)CO)C[C@H](C)[C@@H](CN(C)S(=O)(=O)c2cccs2)OCCCC[C@@H](C)O3)cc1	2
Cc1cccc(OCCCC(=O)Nc2ccccc2[N+](=O)[O-])c1C	11
C[C@@H]1CN([C@@H](C)CO)C(=O)c2cc(C#Cc3ccccc3F)cnc2O[C@H]1CN(C)C(=O)C1CC1	2
CCCC#Cc1cnc2c(c1)C(=O)N([C@H](C)CO)C[C@@H](C)[C@@H](CN(C)S(C)(=O)=O)O2	5
C[C@@H]1CN([C@H](C)CO)S(=O)(=O)c2ccc(C3=CCCCC3)cc2O[C@@H]1CN(C)C(=O)Cc1ccncc1	-2
CC(C)NC(=O)Nc1cccc2c1O[C@H](CN(C)C)[C@@H](C)CN([C@@H](C)CO)C2=O	2
C[C@H]1CN([C@@H](C)CO)C(=O)Cc2cc(NS(=O)(=O)c3cccs3)ccc2O[C@@H]1CN(C)C	8
C[C@@H]1CN([C@H](C)CO)C(=O)c2cc(NC(=O)Nc3ccc4c(c3)OCO4)ccc2O[C@@H]1CN(C)Cc1ccc2c(c1)OCO2	-4
COc1ccc(NC(=O)Nc2ccc3c(c2)C(=O)N([C@H](C)CO)C[C@H](C)[C@@H](CN(C)C(=O)Nc2ccc(C(F)(F)F)cc2)OCCCC[C@H](C)O3)cc1	9
N#Cc1nc(COc2cccc(Cl)c2)oc1NCc1ccncc1	1
C[C@H](CO)N1C[C@H](C)[C@H](CN(C)Cc2ccc(C(=O)O)cc2)Oc2ccc(NC(=O)Nc3ccc(C(F)(F)F)cc3)cc2CC1=O	-1
CCCC#Cc1ccc2c(c1)O[C@H](CN(C)Cc1ccccn1)[C@@H](C)CN([C@H](C)CO)S2(=O)=O	1
C[C@@H]1CCCCO[C@@H](CN(C)Cc2ccncc2)[C@H](C)CN([C@@H](C)CO)C(=O)c2cc(N(C)C)ccc2O1	1
COc1ccccc1-c1cnc2c(c1)C(=O)N([C@@H](C)CO)C[C@H](C)[C@H](CN(C)C(=O)c1ccccc1)O2	-3

Additional structures.
SMILES	NSD2 block
C=C(C)[C@@H]1CC[C@]2(CO)CC[C@]3(C)[C@H](CC[C@@H]4[C@@]5(C)CC[C@H](O)C(C)(C)[C@@H]5CC[C@]43C)[C@@H]12	-1
CCCCNc1cc(C(=O)O)cc(S(N)(=O)=O)c1Oc1ccccc1	1
CN(C)c1ccc2c(c1)[C@@H]1C[C@H](CC(=O)NCc3ccc(-c4ccccc4)cc3)O[C@@H](CO)[C@@H]1O2	3
C[C@@H]1CN([C@@H](C)CO)C(=O)c2cc(NS(=O)(=O)c3ccc(F)cc3)ccc2O[C@H]1CN(C)Cc1ccccc1	0
C[C@H](CO)N1C[C@H](C)[C@H](CN(C)Cc2ccc(-c3ccccc3)cc2)Oc2ccc(NC(=O)Cn3cnnn3)cc2CC1=O	1
COc1ccc(S(=O)(=O)Nc2ccc3c(c2)C(=O)N([C@@H](C)CO)C[C@@H](C)[C@H](CN(C)S(=O)(=O)c2ccccc2)OCCCC[C@@H](C)O3)cc1	-12
COc1ccc(CCC(=O)c2c(O)cc(O[C@@H]3O[C@H](CO)C(O)[C@H](O)C3O[C@@H]3O[C@@H](C)[C@H](O)[C@@H](O)[C@H]3O)cc2O)cc1O (stereo not given in full)	2
C[C@@H]1CN([C@H](C)CO)C(=O)Cc2cc(NC(=O)CCC(F)(F)F)ccc2O[C@H]1CN(C)Cc1ccc(Cl)c(Cl)c1	0
C[C@@H]1CN([C@@H](C)CO)C(=O)c2cc(NC(=O)CCC(F)(F)F)ccc2O[C@@H](C)CCCCO[C@@H]1CN(C)Cc1ccc(C(=O)O)cc1	2
CNC[C@H]1Oc2ccc(NC(=O)Cc3cn(C)c4ccccc34)cc2CC(=O)N([C@@H](C)CO)C[C@@H]1C	1
O=C(CCCCCCC(=O)Nc1ccccc1O)N/N=C/C1=CCCCC1	-3
C[C@@H]1CN([C@H](C)CO)C(=O)c2cc(NS(=O)(=O)c3ccc(F)cc3)ccc2O[C@@H]1CN(C)S(=O)(=O)c1cn(C)cn1	-16
COc1ccc(COC[C@]23NC(=O)N[C@H](c4ccccc4O2)[C@H]3CO)cc1	2
COc1ccc(CN(C)C[C@@H]2Oc3ccc(NS(=O)(=O)c4ccc(OC)cc4)cc3CC(=O)N([C@@H](C)CO)C[C@@H]2C)cc1	-2
CC(C)NC(=O)Nc1cccc2c1O[C@H](CN(C)Cc1ccc(Cl)c(Cl)c1)[C@@H](C)CN([C@H](C)CO)C2=O	4
CC(C)C#Cc1cnc2c(c1)C(=O)N([C@@H](C)CO)C[C@@H](C)[C@H](CN(C)C(=O)CCN1CCCCC1)O2	0
C[C@@H]1CCCCO[C@@H](CN(C)Cc2ccc(C(=O)O)cc2)[C@@H](C)CN([C@@H](C)CO)C(=O)c2cc(NS(=O)(=O)c3ccc(Cl)cc3)ccc2O1	0
Cc1ccc(F)cc1S(=O)(=O)N[C@@H]1CCN(Cc2ccc(C(F)(F)F)cc2)C1	5
C[C@@H]1CN([C@@H](C)CO)C(=O)c2cc(C#Cc3ccccn3)cnc2O[C@H]1CN(C)Cc1cccnc1	0
Cc1ccccc1-c1cnc2c(c1)C(=O)N([C@H](C)CO)C[C@@H](C)[C@H](CN(C)C(=O)c1ccccc1)O2	4
COc1ccc(-c2cnc3c(c2)C(=O)N([C@H](C)CO)C[C@@H](C)[C@H](CN(C)C(=O)NC2CCCC2)O3)cc1	-7
C[C@@H]1CN([C@@H](C)CO)C(=O)CCCn2cc(nn2)CO[C@H]1CN(C)C(=O)Nc1ccccc1F	-5
CCC(=O)N[C@H]1C=C[C@H](CC(=O)NCc2ccccc2OC)O[C@@H]1CO	4
CO[C@@H](CN(C)C(=O)c1ccccc1F)[C@@H](C)CN([C@@H](C)CO)S(=O)(=O)c1ccc(Cl)cc1	2
C[C@@H]1CN([C@@H](C)CO)C(=O)c2cc(NC(=O)Nc3ccccc3)ccc2O[C@@H](C)CCCCO[C@@H]1CN(C)Cc1ccccc1	5

Among those listed so far, these contain a COOH group.
SMILES	NSD2 block
C[C@H](CO)N1C[C@H](C)[C@H](CN(C)Cc2ccc(C(=O)O)cc2)Oc2ccc(NC(=O)Nc3ccc(C(F)(F)F)cc3)cc2CC1=O	-1
CCCCNc1cc(C(=O)O)cc(S(N)(=O)=O)c1Oc1ccccc1	1
C[C@@H]1CN([C@@H](C)CO)C(=O)c2cc(NC(=O)CCC(F)(F)F)ccc2O[C@@H](C)CCCCO[C@@H]1CN(C)Cc1ccc(C(=O)O)cc1	2
C[C@@H]1CCCCO[C@@H](CN(C)Cc2ccc(C(=O)O)cc2)[C@@H](C)CN([C@@H](C)CO)C(=O)c2cc(NS(=O)(=O)c3ccc(Cl)cc3)ccc2O1	0

The list goes on:
SMILES	NSD2 block
CC(C)NC(=O)N(C)C[C@H]1Oc2ncc(C#CC3CC3)cc2C(=O)N([C@H](C)CO)C[C@@H]1C	5
C[C@H]1CCCCO[C@@H](CN(C)Cc2ccncc2)[C@@H](C)CN([C@@H](C)CO)C(=O)c2cc(NS(=O)(=O)c3cn(C)cn3)ccc2O1	4
Cc1ccccc1N1CCN(S(=O)(=O)CC23CCC(C[C@@H]2NC(=O)[C@@H](N)CCS(C)(=O)=O)C3(C)C)CC1 (stereo not given in full)	-6
C[C@H]1CN([C@@H](C)CO)C(=O)c2cc(NC(=O)CCN3CCOCC3)ccc2O[C@H]1CN(C)C	8
CC(C)NC(=O)N(C)C[C@@H]1OCCCC[C@@H](C)Oc2ccc(NC(=O)C3CCCCC3)cc2C(=O)N([C@@H](C)CO)C[C@@H]1C	3
CNC[C@@H]1Oc2ccc(NC(=O)Cc3ccccc3)cc2C(=O)N([C@@H](C)CO)C[C@@H]1C	-6
CC(C)NC(=O)N(C)C[C@@H]1Oc2c(NS(=O)(=O)c3cccs3)cccc2C(=O)N([C@H](C)CO)C[C@@H]1C	4

Source: PubChem (Broad Institute)

Some of the compounds tested; rates above refer to the full screens.
